OXTR agonist: agonists of human oxytocin receptor; P30559; CHO-OTR cells, Fluo-8 calcium fluorescence; normalized: DMSO 0%, oxytocin 100%; activation, % at 3 µM; 320,000 compounds, 0.32% hits;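 active = activation above the mean of all tested compounds plus 3 SD, cutoff set per screening run, cut at about 20% in these data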;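 note: peak over basal fluorescence ratio from a 100 s FLIPR kinetic read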
Target sequence (P30559 whole entry, looked up): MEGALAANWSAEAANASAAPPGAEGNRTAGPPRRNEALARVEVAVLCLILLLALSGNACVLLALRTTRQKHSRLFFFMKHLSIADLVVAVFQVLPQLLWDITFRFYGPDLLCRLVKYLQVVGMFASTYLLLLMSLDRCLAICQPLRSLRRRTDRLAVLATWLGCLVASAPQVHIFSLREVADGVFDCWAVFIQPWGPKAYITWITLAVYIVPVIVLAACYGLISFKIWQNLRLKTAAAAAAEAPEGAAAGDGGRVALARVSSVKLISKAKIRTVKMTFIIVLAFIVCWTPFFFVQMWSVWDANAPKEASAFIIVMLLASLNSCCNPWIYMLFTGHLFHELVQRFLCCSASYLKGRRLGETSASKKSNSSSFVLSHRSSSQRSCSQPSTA
GPR7 antagonist: antagonists of human GPR7 (neuropeptides B/W receptor 1); 290,000 compounds, 1.1% hits; GPR7-expressing cells, fluorescence antagonist assay; inhibition, % at 4.4 µM; P48145; in the data active = inhibition above about 16%, passing the limit was not always enough;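 note: cells stimulated with the agonist NPW; 0% = agonist with vehicle and 100% = vehicle without agonist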
M18AAP inhibitor: PfM18AAP enzyme inhibition; recombinant PfM18AAP, H-Glu-NHMec fluorogenic cleavage; inhibition, % at 7.35 µM; 290,000 compounds, 1.2% hits; AID 1822;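 active = inhibition above the campaign mean inhibition over all tested compounds plus 3 SD, cut at about 28% in these data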;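 note: 0% = plate median of test compound wells and 100% = 2 mM ZnCl2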
MEKK2mut PB1 HTS: signal of MEK5 binding to mutant human MEKK2 PB1 domain. bead flow cytometry, Alexa488-MEK5 binding to MEKK2 mutant. AID 1530. 290,000 compounds, 0.35% hits. percent response, % at 10 µM; in the data active = percent response above about 24%, passing the limit was not always enough; note: inactives centre near 1; some results filed as inactive read as strong as hits
GalR3 antag: antagonists of human GalR3 | O60755 | HEK293 GalR3-CNG cAMP membrane potential fluorescence; galR3 body fused to GalR1 C-terminus | inhibition, % at 3 µM | 360,000 compounds, 0.44% hits;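 active = inhibition above the screen-wide average plus 3 SD, cut at about 13% in these data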;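 note: forskolin and galanin both at EC90 stimulate the cells; cAMP rise reported by CNG channel membrane potential dye signal; 0% = forskolin plus galanin with DMSO and 100% = forskolin alone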
Target sequence (O60755 1-299 limits assumed): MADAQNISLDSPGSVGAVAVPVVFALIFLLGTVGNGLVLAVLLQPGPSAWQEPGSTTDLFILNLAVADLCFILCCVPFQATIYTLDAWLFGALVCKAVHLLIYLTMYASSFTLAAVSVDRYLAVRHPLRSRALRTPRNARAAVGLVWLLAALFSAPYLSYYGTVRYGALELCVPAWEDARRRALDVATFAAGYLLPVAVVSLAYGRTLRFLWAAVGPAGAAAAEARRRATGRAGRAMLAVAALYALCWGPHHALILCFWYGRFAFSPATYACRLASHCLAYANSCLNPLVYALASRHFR
OXTR potentiate: potentiates the human oxytocin receptor response; P30559; CHO-OTR cells, Fluo-8 calcium fluorescence, potentiator mode; 0% = oxytocin EC15, 100% = EC100; activation, % at 3 µM; 320,000 compounds, 0.061% hits;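 active = activation above that plate's cutoff, the mean activation of tested compounds plus 3 SD, cut at about 6.6% in these data, passing the limit was not always enough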;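 note: 100% uses oxytocin at 75 nM as the full agonist control; some results filed as inactive read as strong as hits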
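Measured by – Fluo-8 calcium dye fluorescence · Test system – human OTR in CHO cells · Dosing – one concentration, 3.0 µM compound · Controls – EC15 oxytocin alone as 0%, 75 nM oxytocin as 100% · Evaluation – normalized max/min fluorescence ratio, % activation · Timing – 6 min pre-incubation, 100 s read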
V1aR counter: V1a receptor agonism, counter-screen for OXTR agonists; P37288; CHO-V1R cells, Fluo-8 calcium fluorescence, agonist mode; 0% DMSO, 100% 3 nM vasopressin; activation, % at 3 µM; 320,000 compounds, 0.25% hits;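 active = activation above the mean activation of all tested compounds plus 3 SD, per screening run, cut at about 20% in these data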;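 note: signal is peak over basal fluorescence ratio across a 100 second FLIPR read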
Target sequence (P37288 whole entry, looked up): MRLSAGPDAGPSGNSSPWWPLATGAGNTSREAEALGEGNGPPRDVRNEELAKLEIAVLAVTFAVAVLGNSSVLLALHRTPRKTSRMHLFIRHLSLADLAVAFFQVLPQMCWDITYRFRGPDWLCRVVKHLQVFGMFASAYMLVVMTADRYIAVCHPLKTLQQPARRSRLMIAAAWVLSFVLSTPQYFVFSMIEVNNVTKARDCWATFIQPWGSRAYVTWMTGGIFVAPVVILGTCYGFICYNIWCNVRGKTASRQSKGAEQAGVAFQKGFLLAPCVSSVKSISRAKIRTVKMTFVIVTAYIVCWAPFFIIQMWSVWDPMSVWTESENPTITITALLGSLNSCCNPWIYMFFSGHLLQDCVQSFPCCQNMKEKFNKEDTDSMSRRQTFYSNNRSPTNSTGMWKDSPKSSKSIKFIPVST
MEKK2wt PB1 HTS: raises or lowers MEK5 binding to wildtype human MEKK2 PB1 domain. 290,000 compounds, 1.1% hits. binding response (% of control), % at 10 µM. Q9Y2U5. bead flow cytometry, Alexa488-MEK5 binding to MEKK2 WT; actives lie on both sides; in the data active = binding response below about 67% or above about 130%
NALP1 yeast inh: blocks the NALP1 inflammasome reconstituted in yeast; S. cerevisiae NALP1/ASC/caspase-1 growth, X-gal OD620, 72 h; inhibition, % at 10 µM; 280,000 compounds, 0.61% hits; AID 2071; in the data active = inhibition mostly above about 24%, no sharp cut-off; inactive = mostly below about 32%; note: some compounds called inactive have numbers as strong as hits
The depositor's hits bear a star; · = not tested or not shown.

A first look, 4 compounds:
SMILES	OXTR agonist	GPR7 antagonist	M18AAP inhibitor	MEKK2mut PB1 HTS	GalR3 antag	OXTR potentiate	V1aR counter	MEKK2wt PB1 HTS	NALP1 yeast inh
COc1ccc(S(N)(=O)=O)cc1C(=O)OCC1CCCCC1	3.3	-7	0	4	-9	-7	5.8	101	1
CC(C)[C@H](NC(=O)OCc1ccccc1)C(=O)OCC(=O)NCCc1ccccc1	-1.7	-9	-11	7	0	-5	2.1	99	12
CCC(=O)Nc1nc(CC(=O)Nc2ccccc2OC)cs1	-0.4	-7	3	-1	-3	-10	0.9	94	-5
COc1ccc(CC(=O)Nc2ccc(-c3noc(-c4ccc(Cl)cc4)n3)cc2)cc1	1.7	-4	0	3	-4	0	0.3	95	-87

Results, from the first entry:
SMILES	OXTR agonist	GPR7 antagonist	M18AAP inhibitor	MEKK2mut PB1 HTS	GalR3 antag	OXTR potentiate	V1aR counter	MEKK2wt PB1 HTS	NALP1 yeast inh
COc1ccc(S(N)(=O)=O)cc1C(=O)OCC1CCCCC1	3.3	-7	0	4	-9	-7	5.8	101	1
CC(C)[C@H](NC(=O)OCc1ccccc1)C(=O)OCC(=O)NCCc1ccccc1	-1.7	-9	-11	7	0	-5	2.1	99	12
CCC(=O)Nc1nc(CC(=O)Nc2ccccc2OC)cs1	-0.4	-7	3	-1	-3	-10	0.9	94	-5
COc1ccc(CC(=O)Nc2ccc(-c3noc(-c4ccc(Cl)cc4)n3)cc2)cc1	1.7	-4	0	3	-4	0	0.3	95	-87
Nc1ccc(C(=O)OCCCc2nc3cc4ccccc4cc3[nH]2)cc1	-2.7	-2	-8	7	-6	-5	0.0	110	·
Cc1nc2cc(NC(=O)NCc3ccco3)ccc2n1C	0.8	-9	2	0	-2	0	0.9	98	-29
O=C(NCc1cc(F)ccc1F)C1CCC(=O)N(C2CCCCCC2)C1 (stereo unspecified)	0.9	-6	1	2	-8	1	1.4	102	-2
CC(C)(C)n1c(=O)[nH]c2c(c1=O)CCC2	-0.6	-11	-10	-2	-5	-14	0.1	95	12
CCOC(=O)c1c(/N=C/c2ccc(OC)cc2O)sc2c1CCN(C)C2	0.5	-3	7	-5	0	-1	0.5	92	-13
CC(C)Cn1c(=O)c(C(=O)NCc2ccccn2)c(O)c2ccccc21	-1.2	-8	-4	-3	0	0	-1.0	92	·
O=C(Nc1ccc(CN2CCS(=O)(=O)CC2)cc1)c1ccc(F)cc1	0.7	-3	7	3	-1	-2	0.9	101	12
CSc1ccc(CN2CCC(n3nccc3NC(=O)C3CCOC3)CC2)cc1 (stereo unspecified)	2.0	2	3	10	-2	2	0.8	109	11
Cc1ncc([N+](=O)[O-])n1CCOC(=O)c1cc(Cl)cc(Cl)c1N	2.3	-15	16	-1	-1	-8	2.5	97	37
C#Cc1cccc(NC(=O)c2ccc(Cl)cc2Cl)c1	-1.7	-10	4	3	-9	-11	-1.1	100	14
Cc1ccc(C(=O)Nc2ccccc2C(=O)NCc2ccco2)cc1	-0.3	·	·	·	-7	1	0.6	·	·
Cc1ccc(CCNC(=O)C2CCCN(c3ncnc4c3nc3n4CCCCC3)C2)cc1 (stereo unspecified)	-1.6	2	5	5	1	-9	-1.7	97	0
Cc1ccc(S(=O)(=O)N2CCOCC2)cc1C(=O)N1CCN(S(=O)(=O)c2cccc(F)c2)CC1	-0.2	·	·	·	-2	-8	0.4	·	·
CCOC(=O)Cc1csc(NC(=O)CCC(=O)O)n1	-0.1	-16	1	0	0	-8	-0.4	101	12
CCOC(=O)c1c(NS(=O)(=O)c2cccc(OC)c2)sc2c1CCC2	9.5	-7	33*	6	-5	-3	3.0	109	17
CCCNC(=O)Cn1c(=O)/c(=C\c2ccc(-c3ccc([N+](=O)[O-])cc3)o2)s/c1=C\C(=O)C(C)(C)C	63*	0	0	132*	·	-12	37*	·	36
CC(=O)Cn1ncc(N2CCOCC2)c(Cl)c1=O	0.6	-10	-1	8	-10	-2	0.3	105	-8
COc1ccc(CCNC(=O)c2nn(C)c3c2CS(=O)(=O)c2ccccc2-3)c(OC)c1	6.5	2	-7	5	-4	-8	11	103	26
Cc1cccc(CN2CCSCC2)c1	-0.6	-8	3	7	-8	-5	0.3	104	-57
CCCN1C(=O)/C(=C/c2cc(C)n(C)c2C)SC1=Nc1ccc(OCC)cc1	0.2	-7	6	·	0	4	-0.5	·	9
Cc1cccc(OC(C)C(=O)Nc2cc(S(=O)(=O)N3CCCCC3)ccc2C)c1 (stereo unspecified)	-1.9	·	·	·	-5	-6	-0.7	·	·
O=C(O)CCC1(C(=O)O)OCCc2ccccc21 (stereo unspecified)	-1.0	-11	-2	2	-2	-5	0.1	97	28
COc1ccc(S(=O)(=O)NCCCN2CCOCC2)cc1F	-0.1	-15	0	-2	-4	-7	-0.4	95	7
CCN(CC)S(=O)(=O)c1ccc(C(=O)OCC(=O)N2CCOCC2)cc1	1.5	-21	-14	0	-11	-4	1.1	105	4
Cc1ccc(OCc2cc(C(=O)N3CCC(C(O)C(C)C)CC3)no2)cc1C (stereo unspecified)	5.1	-9	-2	2	-10	-14	7.8	98	14
COc1ccc(S(=O)(=O)N2CCC(NC(=O)Nc3ccc(C)cc3)CC2)cc1	-0.3	6	5	2	-4	-4	4.5	98	2
CCN(CC)Cc1ccccn1	0.3	0	14	-7	-2	0	-1.2	94	8
CCCCN(CC)Cc1ccc(CNC(=O)Nc2ccccc2)o1	-0.9	4	2	3	-7	-2	-0.9	103	2
CCCCN(CCCC)C(=O)c1cn(CC)c2cc(N3CCN(C)CC3)c(F)cc2c1=O	-0.5	-14	3	5	-7	-12	-0.2	104	18
Cc1cc(NCCCn2ccnc2)n2nc(-c3ccc(Cl)cc3)cc2n1	-1.1	8	0	-4	-2	-16	-1.0	111	3
C/C(=N\OCc1ccccc1C#N)c1cc2ccccc2o1	-2.0	0	-6	-6	10	-12	-0.3	93	7
CCOc1cc(C(C(=O)NCC2CCCO2)N(C(=O)Cn2nnc3ccccc32)c2ccc(NC(C)=O)cc2)ccc1O (stereo unspecified)	1.9	-18	-6	0	3	-1	0.7	100	6
COc1ccc(OC)c(C2C(C(=O)O)c3ccccc3C(=O)N2C)c1 (stereo unspecified)	1.4	-14	6	0	-4	-4	-0.3	87	11
COc1ccccc1NC(=O)COC(=O)C1CCN(/C=C/C(=O)C(F)(F)F)CC1	0.2	11	5	-1	-2	0	1.1	100	28
Cc1cccc(NC(=O)C2=C(O)c3ccccc3N(C)S2(=O)=O)c1	-1.1	-5	-12	2	-4	-5	-0.2	105	36
Cc1ccccc1C(=O)Nc1ccc(N(C)C)c2ccccc12	-2.0	-14	5	5	-8	-4	-0.5	107	11
Cc1ccc(Cl)c2c1NC(=O)C2=O	1.1	·	·	·	0	3	0.3	·	·
Cc1ccsc1C(=O)N(C)CC(=O)N(CC(C)C)c1c(N)n(CC(C)C)c(=O)[nH]c1=O	1.1	·	·	·	-3	2	-0.4	·	·
Cc1cccc2c1ncc1c(=O)n(-c3ccccc3)[nH]c12	1.3	8	3	-6	-12	-10	1.0	99	12
NS(=O)(=O)c1ccc(NC(=S)N2CCN(Cc3ccc4c(c3)OCO4)CC2)cc1	-0.7	5	20	-4	-7	-10	-0.6	95	10
O=C(NC1CCCc2ccccc21)C1CCN(S(=O)(=O)c2cccc3nonc23)CC1 (stereo unspecified)	0.2	-1	-2	9	-6	-5	0.0	95	15
CCc1ccc(-c2nc(CS(=O)CC(=O)NC3CCCCCC3)c(C)o2)cc1 (stereo unspecified)	-0.4	-15	-15	-1	0	-5	1.3	98	-4
Cc1ccc(C(=O)Cn2cncn2)cc1	0.0	-8	2	4	0	2	0.6	101	-10
O=C(Cn1cc(S(=O)(=O)Cc2ccccc2)c2ccccc21)Nc1ccccc1	2.2	-5	-8	-3	·	-14	5.4	98	28
NC(=O)CC1NC(=O)c2cc([N+](=O)[O-])cc(I)c2OCCC(C(N)=O)NC(=O)[C@@H]2CCCN2C1=O (stereo partly specified)	-1.1	-7	-3	1	-2	-11	-0.3	98	20
O=C(CN1CCc2ccccc2C1)Nc1cc(S(=O)(=O)N2CCOCC2)ccc1N1CCCC1	-2.0	-5	-8	1	-3	-4	0.8	103	14
COC(=O)C1(c2ccccc2)NC(c2ccc(O)cc2)C2C(=O)N(c3ccc4c(c3)OCO4)C(=O)C21 (stereo unspecified)	2.1	-4	-13	-15	-7	-1	0.9	88	·
O=[N+]([O-])c1cc(-c2cnc3ccccc3n2)ccc1Cl	0.1	0	-1	-4	-5	-7	0.8	94	-12
COc1ccc(OC)c(C(=O)NC(CC(N)=O)c2ccc(NCCN3CCOCC3)c([N+](=O)[O-])c2)c1 (stereo unspecified)	-1.0	·	·	6	-5	-5	0.7	106	·
COc1ccc(-c2noc(CCC(=O)NC3CCCCC3)n2)cc1OC	-0.5	-20	6	-1	-6	-2	-0.3	89	12
CCc1ccc(S(=O)(=O)Nc2cccc(C3OCCCO3)c2)cc1	5.7	1	0	-6	2	-25	9.1	94	10
CC(=O)c1sc(NC(=O)C2COc3ccccc3O2)nc1C (stereo unspecified)	-0.2	-15	6	-1	·	-3	0.3	103	3
CN(c1ccccc1)S(=O)(=O)c1cccc(NC(=O)Cn2cnc3c2c(=O)n(C)c(=O)n3C)c1	1.2	-6	5	8	-1	-11	2.4	98	21
CC(=O)Nc1ccc(S(=O)(=O)N2CCC(C(=O)NCCC(=O)Nc3ccccc3)CC2)cc1	0.5	4	-3	-1	-6	-7	0.9	99	27
COc1ccc(NC(=O)c2cc(-c3ccccc3Cl)no2)cc1	-0.8	19	0	1	0	-8	0.1	96	-16
Cc1ccccc1C(=O)NC(CC(C)C)C(=O)OCC(=O)c1c(N)n(C)c(=O)n(C)c1=O (stereo unspecified)	-0.8	-4	-1	-3	-2	-11	-0.9	95	9
(further entries)
SMILES	OXTR agonist	GPR7 antagonist	M18AAP inhibitor	MEKK2mut PB1 HTS	GalR3 antag	OXTR potentiate	V1aR counter	MEKK2wt PB1 HTS	NALP1 yeast inh
O=C(O)CCN1C(=O)CC(N2C(=O)/C(=C/c3ccc(Cl)cc3)SC2=S)C1=O (stereo unspecified)	2.6	0	18	-2	-4	-5	1.2	100	43
Cc1cccc(NC(=O)COC(=O)Cc2cccs2)c1C	-0.7	·	·	·	2	-14	-1.0	·	·
CSc1ccc(C(=O)C2CCCN(C(=O)Cn3cnnn3)C2)cc1 (stereo unspecified)	-0.8	-6	1	3	-4	-2	0.5	103	-11
COCCNC(=O)C(c1ccc(C)cc1)N(CCOC)C(=O)CCC(=O)Nc1nccs1 (stereo unspecified)	0.2	-10	-9	-7	-4	-5	-0.1	97	14
CCCC/C(C)=N\NC(=O)CNS(=O)(=O)c1ccc([N+](=O)[O-])cc1	0.2	-1	26	10	-2	-11	1.5	102	2
COc1ccc2c(-c3ccccc3)cc(N3CCOCC3)nc2c1	-0.2	-3	50*	5	-4	-6	-0.9	106	14
O=C(Nc1cccc(-n2cnnn2)c1)c1cc2ccccc2o1	0.5	0	3	2	-3	-10	0.2	97	12
O=C(NCc1ccccn1)c1ccc2c(c1)N(Cc1ccccc1)CCS2	-2.2	2	6	-1	3	-2	-0.6	101	9
O=C(NCc1cccs1)c1nc2ncccn2n1	0.1	-13	-1	-2	-6	1	0.5	108	26
O=C(O)CN1C(c2ccccc2O)Nc2ccc(Br)cc2C1c1ccccc1 (stereo unspecified)	·	6	9	-1	-4	·	·	91	-8

Assay outcomes deposited in PubChem BioAssay by several laboratories.
